# Screening results as filed in PubChem BioAssay.
# Chronic BCR inh – qHTS Assay to Find Inhibitors of Chronic Active B-Cell Receptor Signaling; ABC-DLBCL IkBa-CBG/CBR reporter, luminescence ratio, 4 h; Potency, µM (series often up to 46.1 µM), for inactives: at the top dose ratio change, negative = lower green/red ratio, usual class: inhibitors; 0.05% of 340,000 active; active means well fitted inhibition curve with a large enough effect in the signal ratio, with a control signal flat, not every such curve was filed as active; inconclusive means small, poorly fitted or top-dose-only effect, or effect the other way, or a change in a side signal; the % refers to the signal ratio;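 further: potency means the concentration at half of the fitted maximal effect; plate controls were basal doxycycline-induced cells for no effect and cells given 10 µM MG132 for full effect; MG132 reads +100%, hits lower the ratio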
#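 Doxycycline induced both beetle luciferases in TMD8 lymphoma cells; IKK-driven degradation limits the IkappaBalpha-fused green signal, while red luminescence normalises for cell number and nonspecific effects. Compounds tested up to 46 uM, 4 hrs.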
# Tb PFK block – qHTS Assay to Find Inhibitors of T. brucei phosphofructokinase. 0.17% of 330,000 active. AID 485367, 2010. ATP-dependent 6-phosphofructokinase (Trypanosoma brucei brucei), O15648. T. brucei PFK, ADP-Glo luminescence. Potency, µM (highest dose often 57.5 µM), for inactives: at the highest dose activity, negative = inhibition, hits mostly inhibitors;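 further: potency means the concentration at half of the fitted maximal effect; 0% = uninhibited 1x PFK enzyme wells and -100% = no-enzyme wells; nearly all actives have a fitted effect of over 60% in size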
# Target sequence (O15648 whole entry, looked up): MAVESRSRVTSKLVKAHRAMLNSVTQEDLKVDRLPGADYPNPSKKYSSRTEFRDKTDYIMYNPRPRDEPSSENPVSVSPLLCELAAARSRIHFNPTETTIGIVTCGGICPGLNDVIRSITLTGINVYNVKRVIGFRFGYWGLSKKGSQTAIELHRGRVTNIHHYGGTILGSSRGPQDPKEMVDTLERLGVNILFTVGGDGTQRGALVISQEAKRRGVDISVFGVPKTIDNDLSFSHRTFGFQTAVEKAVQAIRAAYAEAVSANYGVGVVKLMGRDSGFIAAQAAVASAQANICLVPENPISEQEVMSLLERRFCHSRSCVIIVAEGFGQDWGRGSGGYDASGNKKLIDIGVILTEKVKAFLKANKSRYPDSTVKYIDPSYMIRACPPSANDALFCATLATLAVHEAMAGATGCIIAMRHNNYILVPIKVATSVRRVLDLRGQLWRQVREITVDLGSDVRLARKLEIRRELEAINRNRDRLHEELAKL
#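 Activity is normalized to no-enzyme wells (full inhibition) and 1.25 nM enzyme wells (no inhibition). Reaction: 0.5 mM F6P, 0.1 mM ATP, 45 min RT, ADP-Glo luminescence; concentration-response curves fitted and classed by quality.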
# PKM2 activator – qHTS Assay for Activators of Human Muscle isoform 2 Pyruvate Kinase; Pyruvate kinase PKM (Homo sapiens), P14618; purified PKM2, Kinase-Glo ATP luminescence, activation; response scale: 0% is enzyme alone, no compound; Potency, µM (top dose mostly 57.5 µM), for inactives: at the highest dose activation, actives largely listed as activators; 0.34% of 260,000 active; further: potency means the concentration at half of the fitted maximal effect; on the % scale 0 is the no-effect control and ±100 the full control effect; nearly all actives have a fitted effect of over 55% in size
#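 hPK-M2, >95% pure; 0.1 mM ADP / 0.5 mM PEP final; imidazole pH7.2 buffer w/ 7 mM MgCl2, 50 mM KCl; 1 h RT; Kinase-Glo lum. Intermediate enzyme activity for dual inhibitor/activator qHTS.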
# ASM inhibitor – Inhibitors of Secretory Acid Sphingomyelinase (S-ASM): qHTS | Sphingomyelin phosphodiesterase (Homo sapiens), P17405 | placental ASM, HMU-PC fluorogenic substrate, 60 min | Potency, µM (doses to about 57.5 µM), for inactives: at the top dose activity change, negative = inhibition, most hits filed as inhibitors | 0.006% of 340,000 active; further: potency means the concentration at half of the fitted maximal effect
#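 qHTS format. ASM enzyme prepared from human placenta hydrolyses the fluorogenic substrate HMU-PC0 (9 uM final) over 60 min at 37 °C after a 10 min compound preincubation.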
# PTAP TSG101 blk – qHTS Assay for Iinhibitors of HIV-1 Budding by Blocking the Interaction of PTAP/TSG101; Tumor susceptibility gene 101 protein (Homo sapiens), Q99816; Fluorescence polarization, FITC-PTAP peptide / Tsg101 binding; Potency, µM (doses to about 115 µM), for the others: top-dose activity change, negative = inhibition, hits mostly inhibitors; 340,000 tested, under 10 active; active means well fitted inhibition curve with a large enough effect in the main read-out, with a control signal flat, not every such curve was filed as active; inconclusive means small, poorly fitted or top-dose-only effect, or effect the other way, or a change in a side signal; inactive means no such curve, though single readings can be large or run the other way; further: potency means the concentration at half of the fitted maximal effect; % of control where 0% means no effect
# Target sequence (Q99816 whole entry, looked up): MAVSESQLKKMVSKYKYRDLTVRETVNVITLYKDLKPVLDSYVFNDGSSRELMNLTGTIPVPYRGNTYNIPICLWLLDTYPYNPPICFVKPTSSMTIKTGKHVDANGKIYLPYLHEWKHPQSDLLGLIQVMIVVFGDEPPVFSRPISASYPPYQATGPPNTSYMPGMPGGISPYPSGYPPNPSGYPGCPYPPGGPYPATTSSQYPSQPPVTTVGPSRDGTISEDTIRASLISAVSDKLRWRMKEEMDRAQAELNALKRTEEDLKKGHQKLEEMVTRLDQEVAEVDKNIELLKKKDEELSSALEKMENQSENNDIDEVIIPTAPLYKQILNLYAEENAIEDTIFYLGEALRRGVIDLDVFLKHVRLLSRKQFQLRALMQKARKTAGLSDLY
#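 Steps: Tsg101 binding domain dispensed (10 uM final), compounds pinned in DMSO, FITC-labeled PTAP-motif peptide added (50 nM final); after 20 min binding at room temperature, polarization measured.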
# Giardia killer – Small Molecules that selectively kill Giardia lamblia: qHTS | Giardia lamblia trophozoite viability | activity change, % at 7.66 µM, hits read low | 0.15% of 340,000 active | AID 540267, 2011; in the data active means activity change below about -80%; inconclusive means between about -30% and that limit;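 further: parasites exposed to compound for two days anaerobically before the ATP read; on the % scale 0 is the no-effect control and ±100 the full control effect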
#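 Trophozoites 100 cells/well + cpd; 48 hrs, 37 deg C, anaerobic. ATPLite 1-Step added, 15-30 min RT, luminescence read (ATP-based viability).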
# a7 integrin act – qHTS for Activators of Integrin-Mediated Alleviation for Muscular Dystrophy. alpha7betagal myoblasts, beta-gal FDG fluorescence, 48 h. Potency, µM (series often up to 38.3 µM), for the others: top-dose activation, most hits filed as activators. 0.064% of 350,000 active;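 further: potency means the concentration at half of the fitted maximal effect; 100% = response of the positive control SU9516; nearly all actives have a fitted effect of over 60% in size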
#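 alpha7betagal+/- myoblasts (passage 13, 250/well) treated 48 h at 37C with compounds at 1:260 dilution of DMSO stock. Lysed, then beta-galactosidase activity read as FDG fluorescence (ex 480/em 540) after 30 min, with pre-read for autofluorescence.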
# Menin-MLL TR inh – qHTS Assay for Inhibitors Targeting the Menin-MLL Interaction in MLL Related Leukemias: Competition With Texas Red Labeled MLL-derived Mutant Peptide; O00255; Menin + Texas Red MLL mutant peptide, fluorescence polarization; Potency, µM (titrated, usually from 61.6 µM), inactives show at the top dose FP activity change, negative = inhibition, most hits filed as inhibitors; 0.23% of 270,000 active; AID 1768, 2009; active means well fitted inhibition curve with a large enough effect in the polarisation, with a control signal flat, not every such curve was filed as active; inconclusive means small, poorly fitted or top-dose-only effect, or effect the other way, or a change in a side signal; inactive means no such curve, though single readings can be large or run the other way; the % refers to the polarisation; further: potency means the concentration at half of the fitted maximal effect; % of control where 0% means no effect; many of its hits are not listed in these tables
# GALK inh – qHTS Assay for Inhibitors of Human Galactokinase (GALK). P51570. Purified GALK, Kinase-Glo residual ATP luminescence. Potency, µM (highest dose often 57.5 µM), for inactives: top-dose activity change, negative = inhibition, actives largely listed as inhibitors. 0.007% of 270,000 active; further: potency means the concentration at half of the fitted maximal effect; on the % scale 0 is the no-effect control and ±100 the full control effect
#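 Compounds were pin-transferred into ATP buffer (35 uM final), then GALK plus galactose (5 nM, 100 uM final) was added. After 1 h at room temperature, Kinase-Glo Plus was added and luminescence read after 10 min.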
# Coupling enz – qHTS Assay for Inhibitors of Fructose-1,6-bisphosphate Aldolase from Giardia Lamblia: Coupling assay counterscreen. 0.67% of 290,000 active. activity change, negative = inhibition, % at 58.2 µM, hits read low. AID 2472, 2010. coupling enzyme system counterscreen, AmpLite Red fluorescence; in the data active means activity change below about -30%; further: on the % scale 0 is the no-effect control and ±100 the full control effect
#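 Activity here indicates interference with the coupling reaction, not aldolase inhibition. Compounds at 57.5 uM final met coupling enzymes for 10 min at RT; substrate and AmpLite Red detection followed, with a 525/598 nm fluorescence read after 20 min.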
# B2AR arrestin – qHTS assay of beta-arrestin-biased ligands of beta2-adrenergic receptor | Beta-2 adrenergic receptor (Homo sapiens), P07550 | beta-arrestin recruitment to beta2AR, cell-based reporter | Potency, µM (top dose mostly 46.1 µM), inactives show top-dose activation, usual class: activators | 0.02% of 330,000 active | AID 492947, 2010;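 further: potency means the concentration at half of the fitted maximal effect; 0% = DMSO controls and full agonism = EC100 isoproterenol or metaproterenol; nearly all actives have a fitted effect of over 65% in size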
# Numbers without * were called inactive; ? = inconclusive; · = no result given; & = joins results of further samples; [ ] = remark or other dose. Unless noted, the call rests on the fitted dose curve; in most records, active means well fitted curve in the direction sought with a large enough effect; inconclusive means small, poorly fitted or top-dose-only effect, or another doubt; inactive means no such curve, though single readings can be large; an effect the other way counts as inactive or inconclusive. These rows are one share of the data; rates above refer to the full screens.
SMILES,Chronic BCR inh,Tb PFK block,PKM2 activator,ASM inhibitor,PTAP TSG101 blk,Giardia killer,a7 integrin act,Menin-MLL TR inh,GALK inh,Coupling enz,B2AR arrestin
NC(=O)c1ccc(Nc2ccc([N+](=O)[O-])cc2[N+](=O)[O-])cc1,-17%,1%,-4%,-10%,-8%,?,?,24%,3%,2,-0.1%
Cc1cccc(S(=O)(=O)Nc2ccc(C)c3c2OC(C)(C)C3)c1,22%,-5%,-15%,-2%,-2%,10,5%,-10%,-3%,-44*,0.0%
COc1cccc(C(=O)N2CCN(C(=O)C3CCCO3)CC2)c1 (stereo not drawn),0%,-15%,·,3%,-1%,15,-8%,·,·,·,0.0%
O=C(C1CCCCN1S(=O)(=O)c1ccccc1[N+](=O)[O-])N1CCCCC1 (stereo not drawn),0%,0%,-5%,4%,-2%,-13,0%,0%,-1%,1,0.1%
O=C(NCC1CCCO1)C(C(=O)c1ccc(F)cc1)n1ccccc1=O (stereo not drawn),-1%,2%,-16%,5%,-2%,-18,0%,3%,-2%,2,-0.7%
Cc1cccc(CSC(=N)N)c1,-27%,-5%,1%,2%,0%,-19,-14%,-6%,2%,-1,0.4%
CCOc1ccc(NC(=O)CSc2ncn[nH]2)c([N+](=O)[O-])c1,-2%,1%,16µM*,0%,0%,-4,28%,3%,0%,5,0.1%
Cc1ccc(C(=O)c2ccc([N+](=O)[O-])cc2)cc1C,19%,-1%,-7%,4%,-2%,5,3%,·,0%,0,-1.2%
COC(=O)CSc1ncnc2c1sc1nc(-c3ccco3)c3c(c12)CC(C)(C)OC3,16%,-28%,9%,·,·,·,·,?,-1%,1,-0.2%
CCOc1ccc(S(=O)(=O)NCCC(=O)NC(C)CCc2ccccc2)cc1 (stereo not drawn),-9%,-1%,·,0%,-2%,0,16%,·,·,·,0.0%
CCC1(C)Cc2nc3[nH]c(=S)n(-c4ccc(C)cc4)c(=O)c3cc2CO1 (stereo not drawn),11%,7%,2%,10%,-3%,17,-31%,9%,-1%,1,-1.6%
C=CCN1C(=O)C(C)NC1=S (stereo not drawn),?,0%,-11%,1%,-5%,?,0%,·,0%,13,0.2%
O=C(NCc1ccccc1Cl)C1CCN(S(=O)(=O)c2ccc(F)cc2)CC1,?,0%,?,1%,-3%,0,1%,-11%,6%,2,0.2%
Cc1ccc(CNC(=O)CCCc2ccccc2)cc1,15%,3%,-4%,3%,0%,-16,?,-2%,-1%,1,0.1%
CC(C)n1c(NCCO)nc2ccccc21,?,-6%,1%,0%,-1%,15,-16%,10%,-3%,0,0.3%
Cc1ccccc1-n1c(SCC(=O)c2c(N)n(C3CC3)c(=O)[nH]c2=O)nnc1N1CCOCC1,7%,0%,·,0%,0%,-26,12%,·,·,·,-1.0%
COc1ccc2[nH]cc(C(O)CN3CCN(c4ccccc4F)CC3)c2c1 (stereo not drawn),3%,0%,3%,4%,1%,-14,1%,·,-1%,2,-1.4%
Cc1ccc(S(=O)(=O)N2CCN(C(=S)NCC3CCCO3)CC2)cc1 (stereo not drawn),2%,-6%,·,3%,0%,0,-5%,·,·,·,0.1%
Cc1c(NC(=O)C(C)OC(=O)c2sc3ccccc3c2Cl)c(=O)n(-c2ccccc2)n1C (stereo not drawn),-5%,-1%,-5%,2%,-7%,2,-7%,-1%,0%,8,0.0%
COc1ccc(S(=O)(=O)N2CC3C4C=CC(C4)C3C2)cc1 (stereo not drawn),5%,2%,-5%,-3%,-5%,10,19%,·,-2%,1,-0.1%
CCCOC(=O)c1ccc(OCC(O)CN2C(=O)NC(C)(C)C2=O)cc1 (stereo not drawn),-5%,21%,1%,-2%,-3%,-1,-28%,6%,-5%,2,0.1%
COc1ccc(S(=O)(=O)N2CCCC(C(=O)NCCC3=CCCCC3)C2)cc1 (stereo not drawn),10%,-2%,0%,2%,-3%,-17,-5%,-7%,1%,1,0.1%
CCC(=O)c1ccc(Oc2nc3c(c(=O)n(C)c(=O)n3C)n2CC)cc1,0%,-2%,6%,0%,1%,-3,?,-16%,3%,2,0.4%
COC(=O)C1CN(C(=O)C(C)Oc2ccccc2F)c2ccccc2O1 (stereo not drawn),0%,-8%,·,0%,-5%,-5,-26%,0%,·,0,-1.2%
Oc1ccc(/C=N/N(c2ccccc2)c2ccccc2)c(O)c1O,0%,-14%,·,·,·,·,·,·,1%,-20,0.1%
Cc1ccccc1N1C(=O)c2sc3nc4c(c(=O)n3c2C1=O)CCC4,?,0%,10%,1%,2%,28,-3%[7.66 µM],7%,0%,-4,0.5%
O=C(CCC1COc2ccccc2O1)NCc1ccco1 (stereo not drawn),?,-8%,1%,-7%,-1%,7,-19%,15%,0%,3,0.0%
Cc1cc(C)cc(C(=O)Nc2cc3c4c(c2)CC(=O)N4CCC3)c1,?,1%,·,1%,1%,-9,0%,·,·,·,0.0%
Cc1cn(CCC(=O)Nc2ccc(N3CCOCC3)cc2)c2ccccc12,?,21%,9%,5%,-2%,33[activator],-26%,·,-1%,-2,-0.9%
COn1c(=O)c(=O)n(O)c2ccccc21,-1%,10%,8%,7%,-1%,-2,2%,13%,-1%,-2,0.3%
O=C(C[C@H]1C/C=C/CC[C@H](Cc2ccc(F)cc2)C(=O)O[C@H](c2ccccc2)CNC1=O)NCCO,-5%,24%,·,-6%,0%,2,0%,·,·,·,-1.0%
O=C(OCC#CCSc1nnc(-c2cccc3ccccc23)o1)c1ccc(Cl)cc1,2%&1%,-1%&2%,·,-6%,0%,21,·,·,·,·,-0.2%&-0.2%
COc1ccc(NC(=O)CN2C(=O)NC(C)(c3ccccc3)C2=O)cc1Cl (stereo not drawn),9%,1%,3%,-1%,-2%,-6,-11%,26%,-1%,1,-0.1%
O=C(NC1CCN(C(=S)NCc2ccco2)CC1)c1cccc(F)c1,-9%,4%,1%,-4%,-3%,0,-1%,-3%,14%,0,-0.2%
C=CCn1c(SC)nnc1C1COc2ccccc2O1 (stereo not drawn),-15%,-3%,4%,-2%,2%,12,?,-4%,-6%,0,-0.1%
Cn1nnnc1SCC(=O)NCCCc1ccccc1,0%,0%,-2%,5%,-3%,-12,13%,13%,6%,0,-0.2%
CC(=O)Nc1ccc(Nc2nc(C)cc(C)n2)cc1,3%,3%,-2%,4%,1%,10,42%,0%,-2%,1,-0.6%
O=S1(=O)[C@H]2C[C@@H]3C=C[C@@]2(CN1Cc1cccc(Cl)c1)O3,-16%,-3%,-1%,-2%,5%,-17,7%,-6%,·,7,0.3%
COc1ccc(S(=O)(=O)N2CCOCC2)cc1NC(=O)CN1C(=O)NC(C)(C2CC2)C1=O (stereo not drawn),0%,0%,·,6%,-8%,-13,8%,·,·,·,-0.1%
CCC(C)c1ccc(NC(=O)c2cccs2)cc1 (stereo not drawn),?,-6%,-18%,-2%,-9%,?,-4%,21%,-2%,-6,-1.0%
O=C(Oc1cccc([N+](=O)[O-])c1)C1CCN(C(=O)c2ccc(F)cc2)CC1,2%,0%,5%,0%,·,8,21%,·,-4%,·,-0.7%
COc1ccccc1P(=O)(c1ccccc1)c1ccccc1NC(C)=O (stereo not drawn),-10%,-16%,-10%,2%,-5%,-13,0%,·,6%,-4,-0.5%
O=C(c1cc2cc(Br)ccc2o1)N1CCN(c2ccccc2)CC1,?,-1%,0%,-2%,-2%,36[activator],-15%,·,8%,·,-0.5%
O=C(NCc1ccc2c(c1)OCO2)c1cc(-c2ccccc2Cl)on1,?,0%,2%,-5%,-4%,25,10%,-3%,-4%,-1,-0.2%
